TRHR PAM: allosterically enhances the human TRH receptor; P34981; TRHR cells, fluo-8 calcium fluorescence, EC20 TRH enhancement; enhancement, % at 2 µM; 360,000 tested, 0.66% active; AID 493056; in the data active means enhancement above about 30%; further: 0% is about no effect
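TRHR-expressing cells loaded with fluo-8 calcium dye were read kinetically (ex 480/em 530) during compound addition, then stimulated with an EC20 of TRH (10 nM final). Enhancement of the Gq-mediated intracellular calcium response was scored.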
TRHR agonist: TRH receptor (human) agonism | P34981 | TRHR cells, calcium flux fluo-8, FDSS agonist mode | activation, % at 2 µM | 360,000 tested, 0.18% active | AID 493084; further: 0% is about no effect
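Fluo-8-loaded TRHR cells; 10 s baseline, compound added, kinetic Ca2+ fluorescence read 1/s, agonist mode.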
D2 ag: D2 dopamine receptor (human) agonism; P14416; HEK293 T-REx D2 cells, calcium flux agonist mode; activation, % at 2 µM; 340,000 tested, 0.53% active; AID 485358;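 active means activation over 3 SD above normal in the single-dose calcium agonist read, cut at about 30% in these data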; further: 0% is about no effect
Target sequence (P14416 whole entry, looked up): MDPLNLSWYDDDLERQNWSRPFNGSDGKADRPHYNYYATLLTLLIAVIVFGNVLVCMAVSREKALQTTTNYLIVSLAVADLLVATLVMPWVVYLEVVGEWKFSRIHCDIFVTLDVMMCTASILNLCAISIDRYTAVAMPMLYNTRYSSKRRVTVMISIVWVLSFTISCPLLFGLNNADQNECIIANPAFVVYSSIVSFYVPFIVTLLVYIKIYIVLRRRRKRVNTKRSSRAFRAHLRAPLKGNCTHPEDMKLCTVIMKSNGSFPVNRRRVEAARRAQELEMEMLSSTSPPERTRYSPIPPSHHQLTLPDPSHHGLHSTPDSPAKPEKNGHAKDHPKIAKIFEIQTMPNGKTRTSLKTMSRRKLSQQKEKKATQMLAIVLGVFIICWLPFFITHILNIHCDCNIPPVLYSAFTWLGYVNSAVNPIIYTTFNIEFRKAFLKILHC
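Calcium-flux readout, 1 cycle/sec over 180 s following compound pin transfer, in inducible HEK293 Trex D2 cells (force-coupled); dopamine controls included. Positive calcium responses during this window marked compounds as potential agonists.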
D1 ag: activates the human D1 dopamine receptor | P21728 | HEK293 T-REx D1 cells, calcium flux, agonist mode | activation, % at 2 µM | 360,000 tested, 1% active; further: 0% is about no effect
Target sequence (P21728 whole entry, looked up): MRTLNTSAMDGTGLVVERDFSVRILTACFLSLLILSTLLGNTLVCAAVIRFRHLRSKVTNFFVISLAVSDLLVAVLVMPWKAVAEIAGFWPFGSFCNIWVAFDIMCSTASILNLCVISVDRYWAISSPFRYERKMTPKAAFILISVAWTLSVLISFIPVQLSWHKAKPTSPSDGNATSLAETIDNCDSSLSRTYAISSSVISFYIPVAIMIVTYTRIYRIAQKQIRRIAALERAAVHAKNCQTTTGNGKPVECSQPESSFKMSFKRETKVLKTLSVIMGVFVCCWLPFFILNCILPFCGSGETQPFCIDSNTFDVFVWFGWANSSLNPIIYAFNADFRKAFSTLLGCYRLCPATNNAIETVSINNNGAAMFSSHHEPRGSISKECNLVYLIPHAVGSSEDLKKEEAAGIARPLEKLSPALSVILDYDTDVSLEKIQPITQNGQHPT
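Inducible HEK293 T-REx D1 cells, force-coupled to calcium signalling, were plated at 4000 cells/well with tetracycline and held overnight at 30 C. After no-wash calcium dye loading, compound-evoked calcium rise over 180 s flagged agonists.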
D1 potentiator: human D1 dopamine receptor positive modulation. 360,000 tested, 0.036% active. AID 504651. P21728. potentiation, % at 10 µM. HEK293 TREx D1 cells, calcium flux, dopamine EC20 potentiation; in the data active means potentiation above about 30%; further: 0% is about no effect
D1 antag: human D1 dopamine receptor antagonism; HEK293 TREx D1 cells, calcium flux, dopamine EC80; hits give low values; activity change, negative = inhibition, % at 10 µM; 360,000 tested, 3.2% active; AID 504652; in the data active means activity change below about -30%; further: on the % scale 0 is the no-effect control and ±100 the full control effect
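Tetracycline-induced HEK293 T-REx cells with force-coupled D1 receptor were loaded with a no-wash calcium dye. Compound was added after a 10 s baseline and read kinetically for 180 s; EC80 dopamine was then added and calcium flux followed another 180 s.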
D2 potentiator: positive allosteric modulators of human D2 dopamine receptor; HEK293 T-REx D2, calcium flux, EC20 dopamine potentiation; potentiation, % at 10 µM; 340,000 tested, 0.34% active; AID 485347;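 active means potentiation over 3 SD above the plate norm, cut at about 30% in these data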; further: 0% is about no effect
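Primary screen. Calcium kinetics in induced HEK293 T-REx D2 cells: compound pre-addition 180 s, EC20 dopamine, 180 s more.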
D2 antag: D2 dopamine receptor (human) antagonism. P14416. HEK293 TREx D2 cells, calcium flux, dopamine EC80. inhibition, % at 10 µM. 340,000 tested, 2% active. AID 485344; in the data active means inhibition above about 30%; further: 0% is about no effect
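In this primary screen, negative modulation is detected by tracking calcium flux after an EC80 dopamine challenge in inducible HEK293 T-REx D2 cells preexposed to test compound for 180 s.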
RXFP1 antagonist: antagonists of human relaxin receptor RXFP1. 350,000 tested, 0.59% active. activity change, negative = inhibition, % at 57.5 µM. HEK293-RXFP1, relaxin-stimulated cAMP HTRF, 30 min; hits give low values. AID 1259400;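 active means activity change of -60% or lower, but not beyond a set lower limit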; further: on the % scale 0 is the no-effect control and ±100 the full control effect
Numbers without * were called inactive; . = no result given. Unless noted, no stated cut-off is given here; in the data, active means activation above about 30%; inactive means the rest.

SMILES	TRHR PAM	TRHR agonist	D2 ag	D1 ag	D1 potentiator	D1 antag	D2 potentiator	D2 antag	RXFP1 antagonist
CCN(C(=O)c1cccc(S(=O)(=O)N2CCc3ccccc32)c1)C1CCS(=O)(=O)C1 (stereo not drawn)	3.8	0.3	0.4	-0.2	-2.9	-8.3	-4.3	-5.4	6.5
O=C1/C(=C/c2cccnc2)CCC/C1=C\c1cccnc1	1.7	0.0	-0.4	0.4	-6.0	5.7	-9.3	-13.4	.
Nc1cc2c(cc1C(=O)c1cccc(Br)c1)OCCO2	0.1	2.3	1.1	5.2	1.4	-23.1	1.2	-5.2	10.5
COc1ccc(C(CCN)c2ccc3c(c2)OCO3)cc1 (stereo not drawn)	-4.7	-0.5	1.1	3.3	-1.1	-3.3	-0.1	21.5	4.7
COc1cccc(-c2nc3ccccc3s2)c1O	0.1	0.8	-0.7	2.6	-2.5	-3.1	1.2	-3.8	-8.0
O=C1CC(N2CCN(c3ccccc3Cl)CC2)C(=O)N1c1ccccc1 (stereo not drawn)	0.8	0.3	0.2	4.4	0.7	0.1	3.9	-8.0	5.1
CCOc1ccc(N2CC(C(=O)NC3CCSC3=O)CC2=O)cc1 (stereo not drawn)	3.1	0.4	0.4	0.7	-2.1	5.4	.	1.4	-2.5
Cc1[nH]c2ccc(F)cc2c1CCN(Cc1ccncc1)C(=S)Nc1cccc(F)c1	-8.6	1.0	5.8	5.4	-4.2	-1.8	-4.0	23.4	.
CCOc1cc(C(N)=O)cc(OCC)c1OCC	-0.5	-0.2	0.1	1.5	4.4	14.5	-0.3	1.7	0.1
Fc1c(F)c(F)c(/C=N/NC(=S)Nc2cccnc2)c(F)c1F	9.2	-0.3	.	0.2	4.9	-3.4	.	.	-14.5
COc1ccccc1N(C(=O)c1snc(C(N)=O)c1N)C(C(=O)NC1CCCC1)c1ccc2ncccc2c1 (stereo not drawn)	-0.8	-0.8	-0.4	-0.9	-0.4	-13.8	22.5	2.6	-3.6
N/C(CS(=O)(=O)c1ccccn1)=N\OC(=O)c1ccc(Cl)cc1	-1.9	-0.3	1.1	0.3	1.8	-0.9	-1.8	1.9	1.0
O=C1CSC(=Nc2cc(Cl)ccc2Cl)N1	6.2	-0.5	1.6	2.5	2.0	-11.2	0.5	-3.9	0.2
COc1ccccc1N1CC(C(=O)OCc2nc(N)nc(Nc3ccccc3)n2)CC1=O (stereo not drawn)	4.4	-0.5	1.6	0.2	3.1	-9.0	4.5	17.7	3.9
Cc1c(CC(=O)NCc2ccc(F)cc2)c(=O)oc2cc(O)c(Cl)cc12	22.3	-0.1	-1.0	2.1	-1.8	-13.8	-2.3	.	-4.0
COc1ccc2nc(N3CCCC3)[nH]c2c1	-0.7	-0.2	0.0	-0.2	-2.3	-0.1	-6.7	6.6	-7.6
CCN1CCC(N(Cc2ccc(F)cc2)C(=O)Nc2ccc(C)c(F)c2)CC1	7.0	0.9	0.4	8.0	3.6	11.2	-1.8	.	-8.2
COc1ccccc1NC(=O)c1cc(-c2cc(OC)c(OC)c(OC)c2)nc2ccccc12	2.3	-1.6	-0.6	2.3	-6.3	1.4	9.9	-12.1	-3.6
COC(=O)CC(NC(=S)NC(=O)c1ccccc1)c1ccc(Br)cc1 (stereo not drawn)	9.9	-0.8	0.2	7.7	-0.3	8.8	13.9	-24.4	-2.8
CCOC(=O)N/N=C\c1ccc(OC/C=C/c2ccccc2)cc1	1.8	0.1	-0.5	6.5	-1.4	-26.4	-5.7	-3.6	0.5
CCOC(=O)c1c(CN2CCN(c3ccccc3)CC2)oc2ccc(O)cc12	7.1	0.3	2.0	2.0	-0.9	4.6	11.5	-3.9	.
CCOC(=O)c1cnc2ccc(OCC)cc2c1N(C)Cc1ccccc1	3.3	0.5	-0.2	8.8	0.2	7.8	-5.9	-1.9	-29.7
CCCCc1ccc(NC(=S)NCc2ccccc2OC)cc1	-12.8	0.0	-0.1	1.9	6.9	-12.1	-0.9	-5.2	-4.4
CCCCn1c(SCc2ccccc2C#N)nc2c(sc3ccccc32)c1=O	-3.1	0.3	0.7	3.0	-0.3	9.7	-3.2	.	-7.2
CCCOC1CCCN(C(=O)c2ccc3oc(C(C)C)nc3c2)C1 (stereo not drawn)	-3.6	0.0	-0.1	0.4	-1.4	-8.0	5.8	8.7	-7.8

3 entries from above, set out differently.
Results follow in this order: TRHR PAM	TRHR agonist	D2 ag	D1 ag	D1 potentiator	D1 antag	D2 potentiator	D2 antag	RXFP1 antagonist
CCOc1ccc(N2CC(C(=O)NC3CCSC3=O)CC2=O)cc1 (stereo not drawn)
 : 3.1	0.4	0.4	0.7	-2.1	5.4	.	1.4	-2.5
COc1ccc(C(CCN)c2ccc3c(c2)OCO3)cc1 (stereo not drawn)
 : -4.7	-0.5	1.1	3.3	-1.1	-3.3	-0.1	21.5	4.7
O=C1CSC(=Nc2cc(Cl)ccc2Cl)N1
 : 6.2	-0.5	1.6	2.5	2.0	-11.2	0.5	-3.9	0.2

The listing continues:
SMILES	TRHR PAM	TRHR agonist	D2 ag	D1 ag	D1 potentiator	D1 antag	D2 potentiator	D2 antag	RXFP1 antagonist
O=C(CN1CCN(Cc2ccccc2Cl)C1=O)NCc1ccco1	2.7	-0.4	-1.2	0.5	-1.1	12.2	3.7	14.6	-2.9
O=C1/C(=C\Nc2ccc(OC(F)(F)F)cc2)CCN1c1ncccn1	6.8	-0.6	-0.5	-0.4	-0.6	-2.7	7.2	2.8	1.1
CCCCCOC(=O)Cc1c(O)c2ccccc2n(C)c1=O	-2.7	-0.3	0.5	1.9	5.7	-11.6	-8.5	-13.8	-8.5
O=c1oc(-c2ccccc2[N+](=O)[O-])nc2ccccc12	-2.9	-0.2	0.2	0.7	-2.2	-18.2	3.4	6.0	-16.0
Cc1cc(C)cc(NC(=O)Nc2cccc(S(N)(=O)=O)c2)c1	-3.6	0.8	0.2	2.3	-1.4	-15.1	4.9	2.0	-24.8
CC1CCN(CC(O)COc2cccc(F)c2)CC1 (stereo not drawn)	3.3	0.9	0.2	3.1	.	-8.5	-21.5	-21.8	.
Cc1nc(N)c(C#N)c(-c2ccc3c(c2)OCO3)c1C	-1.3	-0.1	3.7	5.3	-8.7	5.4	-5.8	-19.0	7.3
Cc1ccc(C(=O)N/C(=C/c2ccco2)C(=O)N2CCC(C)CC2)cc1	2.4	-0.8	.	10.6	-5.6	-11.9	.	.	-0.9
C/C(=N/NC(=O)c1ccc(O)cc1)c1cccc([N+](=O)[O-])c1	2.3	0.9	0.7	1.0	-4.8	11.1	1.0	-10.8	-8.7
COc1ccc(N(CC(=O)Nc2ccc3c(c2)OCO3)S(=O)(=O)c2ccc(C)cc2)cc1OC	7.4	-0.3	0.7	0.5	3.5	-16.1	-28.3	54.3*	1.0
Cc1ccc(S(=O)(=O)N2CCN(CC(=O)N/N=C/c3ccc(Br)s3)CC2)cc1	47.7*	-1.5	.	2.7	-3.6	4.9	.	.	-10.0
O=C(Cn1c(NCCO)nc2ccccc21)c1cccs1	5.9	0.2	0.4	0.5	-8.2	-12.1	-3.6	5.4	-4.2
Cc1cccc(C)c1NC(=O)CN1CCN(CC(=O)NCC2(N3CCCCC3)CCCCC2)CC1	26.1	0.3	-0.4	1.3	-5.5	1.5	7.3	15.6	5.4
CCOC(=O)N1CCC(NC(=O)c2cc3c(C)nc4ccccc4c3o2)CC1	10.9	-0.5	0.8	-0.5	.	12.5	6.7	-2.0	-0.6
CCCCOC(=O)Nc1cccc(C(=O)OCC)c1	6.4	-0.5	0.1	3.1	0.8	-6.8	-2.4	6.6	3.6
Cc1c(C)c(C)c(S(=O)(=O)N2CCSCC2)c(C)c1C	-0.3	0.0	-0.2	4.0	-0.2	6.1	0.7	7.1	-10.9
O=C(CCl)N1CCCC1c1ccc2c(c1)OCCO2 (stereo not drawn)	5.9	0.8	-2.3	4.5	-1.6	-4.6	-8.2	-1.4	-5.3
O=C(CN1C(=O)COc2ccc(S(=O)(=O)N3CCCCCC3)cc21)Nc1cccc(Cl)c1	-3.7	0.3	.	1.0	6.3	-22.7	-2.2	.	2.7
C=CCc1ccccc1OCC(O)CNC(C)C (stereo not drawn)	3.1	0.7	0.8	4.0	-4.8	-36.0*	-15.0	-23.2	4.0
O=C(Nc1ccccc1)C1=C[C@@H](c2ccc(C(F)(F)F)cc2)C[C@@H](OCc2ccc(CO)cc2)O1	-4.0	0.5	-0.2	10.2	-3.6	1.4	6.5	-3.5	.
O=C(CSc1nnc(-c2cnccn2)n1Cc1ccco1)c1ccccc1	5.7	-0.5	0.2	3.4	-3.0	-8.0	8.1	-0.1	-4.2
N#Cc1cc2c(nc1SCC1COc3ccccc3O1)CCC2 (stereo not drawn)	-7.5	-0.3	4.0	3.1	0.1	8.3	-3.8	8.1	-5.4
O=C(NCCc1ccccc1Cl)C1CCC(=O)N(CC2CCCCC2)C1 (stereo not drawn)	-2.8	0.9	-0.2	-0.1	-3.4	12.9	9.8	-0.9	6.5
CCOCCn1c(CN2CCCCC2C)nc2c1c(=O)n(C)c(=O)n2C (stereo not drawn)	-3.5	0.0	0.3	2.6	-0.5	38.0	14.3	-6.0	3.9
O=C(N/N=C/c1cccc(OCc2ccccc2)c1)c1ccc(Br)cc1	-1.2	2.4	0.1	8.6	-4.2	-18.9	-27.9	14.0	-11.1
Fc1ccc(N2CCN(c3ncnc4onc(-c5ccc(Cl)cc5)c34)CC2)cc1	-2.8	0.0	-0.4	4.8	-1.7	0.9	-9.6	.	.
CCOc1ccc(NC(=O)CSc2nnc(-c3ccccc3)n2N)cc1	0.7	-0.2	-0.7	-0.2	0.8	-3.2	0.1	-0.8	-3.9
COc1ccc(NC(=O)c2cc3cc(C)ccc3[nH]2)cc1	2.5	-0.3	1.3	8.5	-1.2	-15.4	-9.4	.	-0.9
O=C(Nc1ccc(F)c(Cl)c1)N1CC=C(c2c[nH]c3ccccc23)CC1	5.5	4.9	1.3	1.5	-2.6	-6.5	-9.9	.	-30.4

Reformatted bar-delimited: entries from further up
smiles | TRHR PAM | TRHR agonist | D2 ag | D1 ag | D1 potentiator | D1 antag | D2 potentiator | D2 antag | RXFP1 antagonist
Cc1ccc(S(=O)(=O)N2CCN(CC(=O)N/N=C/c3ccc(Br)s3)CC2)cc1 | 47.7* | -1.5 | . | 2.7 | -3.6 | 4.9 | . | . | -10.0
O=C(Cn1c(NCCO)nc2ccccc21)c1cccs1 | 5.9 | 0.2 | 0.4 | 0.5 | -8.2 | -12.1 | -3.6 | 5.4 | -4.2

Four compounds already listed, ordered by length of the SMILES, smallest number first:
SMILES	TRHR PAM	TRHR agonist	D2 ag	D1 ag	D1 potentiator	D1 antag	D2 potentiator	D2 antag	RXFP1 antagonist
O=C(Cn1c(NCCO)nc2ccccc21)c1cccs1	5.9	0.2	0.4	0.5	-8.2	-12.1	-3.6	5.4	-4.2
O=C(CSc1nnc(-c2cnccn2)n1Cc1ccco1)c1ccccc1	5.7	-0.5	0.2	3.4	-3.0	-8.0	8.1	-0.1	-4.2
O=C(N/N=C/c1cccc(OCc2ccccc2)c1)c1ccc(Br)cc1	-1.2	2.4	0.1	8.6	-4.2	-18.9	-27.9	14.0	-11.1
Fc1ccc(N2CCN(c3ncnc4onc(-c5ccc(Cl)cc5)c34)CC2)cc1	-2.8	0.0	-0.4	4.8	-1.7	0.9	-9.6	.	.

Source: PubChem BioAssay (National Center for Advancing Translational Sciences (NCATS))
